hIAP block – human IAP inhibitors, primary screen, biochemical, luminescence, uHTS | Intestinal-type alkaline phosphatase (Homo sapiens), P09923 | purified IAP, CDP-Star luminescence, 30 min | inhibition, % at 10 µM | 330,000 compounds, 0.12% hits;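 active means inhibition reaching a set limit with compound at 10 µM in the primary screen, cut at about 35% in these data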;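 further: plate controls were DMSO wells with enzyme for no effect and no-enzyme buffer wells for full effect; values of inactives mirror those of a sister screen read the other way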
NALP3 yeast inh – NALP3 inflammasome inhibitors in reconstituted yeast, primary screen, luminescence, uHTS; 330,000 compounds, 0.39% hits; inhibition, % at 10 µM; Yeast reconstituted NLRP3/ASC/caspase-1, beta-gal luminescence, 24 h; AID 2825, 2010;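 active means inhibition of 50% or more; inactive means inhibition below 50%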;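 further: plate controls were induced DMSO wells for no effect and uninduced yeast grown without galactose for full effect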
TIM10 inh – growth inhibitors of isogenic TIM10 control yeast, primary screen, counter-screen for tim10-1 yeast inhibitor project, luminescence, uHTS. S. cerevisiae TIM10 strain growth, BacTiter-Glo luminescence, 24 h. inhibition, % at 10 µM. 330,000 compounds, 1.4% hits. AID 463195, 2010;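 active means inhibition of 40% or more at the single tested concentration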;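 further: wild-type TIM10 isogenic control strain grown at permissive 25 °C; 0% = DMSO yeast wells and 100% = minimal medium wells without yeast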
tim10-1 inh – growth inhibitors of tim10-1 mutant yeast, primary screen, luminescence, uHTS. inhibition, % at 20 µM. AID 463190, 2010. 330,000 compounds, 2.2% hits. S. cerevisiae tim10-1 ts strain growth, BacTiter-Glo, 24 h;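 active means inhibition of at least 40%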;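 further: mutant grown at 25 °C; 0% = DMSO wells with yeast and 100% = wells holding no yeast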
beta cell repl – inducers of MIN6 beta-cell proliferation, primary screen, ATP luminescence, uHTS; MIN6 cells proliferation, ATPlite luminescence, 48 h; cells starved in 0.2% serum; 100% = growth in 10% serum; 330,000 compounds, 0.29% hits; AID 2380, 2010; proliferation, % at 10 µM;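 active means compounds whose signal lies at least 3.5 SD above the mean of all wells on their plate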;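 further: 0% = DMSO-treated cells in low-serum medium and 100% = 10% serum control; some compounds called inactive have numbers as strong as hits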
mIAP inh – inhibitors of mouse IAP, primary screen, biochemical, luminescence, uHTS. intestinal alkaline phosphatase [Mus musculus]. purified mouse IAP, CDP-Star luminescence, 30 min. inhibition, % at 10 µM. 330,000 compounds, 0.2% hits. AID 2806, 2010;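 active means inhibition of at least 40% at 10 µM in the primary screen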;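 further: plate controls were DMSO with enzyme for no effect and no enzyme wells for full effect; values of inactives mirror those of a sister screen read the other way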
APOBEC3G inh – APOBEC3G DNA deaminase inhibitors, primary screen, biochemical, fluorescence, single-stranded DNA substrate, uHTS; DNA dC->dU-editing enzyme APOBEC-3G (Homo sapiens), Q9HC16; recombinant A3G, ssDNA deamination FAM/TAMRA fluorescence; inhibition, % at 20 µM; 330,000 compounds, 0.28% hits; AID 493012, 2011;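 active means inhibition of at least 40% at 20 µM, with no more than 30% in the related APOBEC3A deaminase screen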;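 further: plate controls were DMSO wells with A3G for no effect and wells lacking A3G enzyme for full effect; some compounds called inactive have numbers as strong as hits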
Target sequence (Q9HC16 whole entry, looked up): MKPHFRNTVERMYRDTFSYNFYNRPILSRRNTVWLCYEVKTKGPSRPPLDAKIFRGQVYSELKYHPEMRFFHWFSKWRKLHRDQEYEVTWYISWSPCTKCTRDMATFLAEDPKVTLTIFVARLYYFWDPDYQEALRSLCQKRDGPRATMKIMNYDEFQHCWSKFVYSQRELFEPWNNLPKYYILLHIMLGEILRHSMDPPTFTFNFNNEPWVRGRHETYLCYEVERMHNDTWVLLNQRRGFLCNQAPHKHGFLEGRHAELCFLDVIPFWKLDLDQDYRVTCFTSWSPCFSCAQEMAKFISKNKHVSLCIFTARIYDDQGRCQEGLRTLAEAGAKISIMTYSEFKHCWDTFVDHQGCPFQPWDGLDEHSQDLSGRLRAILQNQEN
APOBEC3A inh – APOBEC3A ssDNA deaminase inhibitors, primary screen, selectivity assay for APOBEC3G inhibitor project, biochemical, FAM/TAMRA oligo cleavage fluorescence; DNA dC->dU-editing enzyme APOBEC-3A (Homo sapiens), P31941; recombinant A3A, FAM/TAMRA ssDNA deamination fluorescence; 330,000 compounds, 0.41% hits; inhibition, % at 20 µM;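 active means at least 40% inhibition at 20 µM here, with at most 30% in a related deaminase screen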;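 further: plate controls were A3A with DMSO for no effect and wells lacking A3A enzyme for full effect; some results filed as inactive read as strong as hits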
Target sequence (P31941 whole entry, looked up): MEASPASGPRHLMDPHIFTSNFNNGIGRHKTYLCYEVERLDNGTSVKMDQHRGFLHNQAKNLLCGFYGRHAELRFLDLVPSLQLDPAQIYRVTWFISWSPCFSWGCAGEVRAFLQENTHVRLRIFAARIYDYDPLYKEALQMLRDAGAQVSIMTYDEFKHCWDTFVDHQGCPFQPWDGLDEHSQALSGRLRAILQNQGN
mIAP activ – activators of mouse IAP, primary screen, biochemical, luminescence, uHTS. activation factor at 10 µM. 330,000 compounds, 0.24% hits. muIAP, CDP-Star luminescence, 30 min; active compounds read high; 1 = vehicle-only enzyme signal, 0 = enzyme-free wells. AID 2805, 2010. intestinal alkaline phosphatase [Mus musculus];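 active means activation factor of at least 2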; further: the source names both 10 and 20 µM as test concentration; values of inactives mirror those of a sister screen read the other way
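Assay system: mouse IAP enzyme / Compound: DMSO-dissolved test compounds / Timing: 30 min, room temperature / Measured by: luminescence from enzymatic CDP-Star hydrolysis / Control set: DMSO-only wells, enzyme-free buffer wells as negative control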
Numbers without * were called inactive. Not all compounds are listed, so the mix of outcomes need not match the whole.

SMILES	hIAP block	NALP3 yeast inh	TIM10 inh	tim10-1 inh	beta cell repl	mIAP inh	APOBEC3G inh	APOBEC3A inh	mIAP activ
COC(=O)C1=C(c2cccc(OCc3ccccc3)c2)C[C@@H]2CC[C@H]1N2C(=O)NCc1cccc(C(F)(F)F)c1	-10	11	5	12	-7	-16	-11	-4	1.2
COc1cc(C)c(-c2nc(CN3C[C@@H]4C[C@@H](C3)c3cccc(=O)n3C4)c(C)o2)cc1C	-8	-1	6	37	-3	-4	-11	-3	1
Cc1cc(OCC(=O)N2CCN(CC(=O)N3CCOCC3)CC2)c(C(C)C)cc1Cl	4	31	12	-7	-3	1	-1	4	0.99
O=C(COc1ccccc1)c1cn(Cc2ccccc2)c2ccccc12	-10	15	7	26	0	-1	-2	3	1
Cc1ccc(-n2c(C)cc(/C=C3/C(=O)NC(=O)N(C)C3=O)c2C)cc1	-24	3	17	14	-2	16	-7	-4	0.84
O=C(O)Cc1cnc[nH]1	3	14	-2	2	0	8	-9	-5	0.92
CCCCC(C)C(OC(=O)CC(CC(=O)O)C(=O)O)C(CC(C)CC(O)CCCCC(O)CC(O)C(C)N)OC(=O)CC(CC(=O)O)C(=O)O (stereo not drawn)	6	4	5	9	1	13	-4	-3	0.87
O=C(CNC1CCCCC1)N1CCC2(CC1)OCCO2	1	-4	-23	6	-1	3	-3	-1	0.97
CCN1CCN(S(=O)(=O)c2cnc(Cl)c(Br)c2)CC1	-8	34	-2	-1	-6	0	-6	-4	1
NC(N)=N/N=C/c1ccc(N(c2ccccc2)c2ccccc2)cc1	-14	26	22	-27	-5	-9	1	2	1.1
O=C1C2CCCN2C(c2ccc(Cl)cc2)N1c1ccccn1 (stereo not drawn)	-10	9	-14	21	-3	-6	-4	-6	1.1
CCOc1cc(C2C(C#N)=C(N)Oc3c2c(=O)oc2ccccc32)ccc1OC(=O)c1cccs1 (stereo not drawn)	-10	6	1	33	0	6	-3	0	0.94
O=P(N[C@@H](c1ccccc1)[C@@H]1C[C@H]1CO)(c1ccccc1)c1ccccc1	-20	7	19	14	-2	2	-15	-2	0.98
O=C1C2(Cl)C3(Cl)C4(Cl)C(Cl)(Cl)C5(Cl)C3(Cl)C1(Cl)C5(Cl)C24Cl (stereo not drawn)	9	36	30	-92	-7	8	-4	-1	0.92
O=C(N/N=C/c1c(O)n(CCc2ccccc2)c(=O)[nH]c1=O)c1ccccc1O	-34	7	-13	3	-5	31	-1	8	0.69
NNC(=O)CN1C(=O)CN=C(c2ccccc2)c2cc(Br)ccc21	-16	1	-17	13	2	-1	12	3	1
COC(=O)C(Cc1ccc(N(CCCl)CCCl)cc1)N=Cc1ccccc1O (stereo not drawn)	-26	6	1	3	-5	-2	-1	-4	1
Cc1cccn2c(=O)c3c(nc12)N1CCCCCC1C1(C3)C(=O)N(C)C(=O)N(C)C1=O (stereo not drawn)	-2	8	18	5	-2	7	-10	-4	0.93
O=C(COc1ccccc1)N1CCN(CC(O)COc2ccccc2)CC1 (stereo not drawn)	9	0	13	13	3	2	1	-3	0.97
O=c1[nH]c(=O)n(-c2ccc(Cl)cc2)c(O)c1C=Nc1ccc(S(=O)(=O)Nc2nccs2)cc1	13	15	-2	9	0	-10	-4	-1	1.1
O=C1NC(=O)C(=Cc2ccc(OCC(=O)N3CCOCC3)cc2)C(=O)N1	0	6	1	1	-1	3	-4	-1	0.97
COc1cc(N2CCOCC2)ccc1/C=C1\C(=O)NC(=O)N(Cc2ccc3c(c2)OCO3)C1=O	8	2	0	8	-2	30	-2	0	0.7
CCCC/C(C)=C/[C@@H](NP(=O)(c1ccccc1)c1ccccc1)c1ccccc1	-7	-2	19	36	-9	-27	8	2	1.3
COc1ccc(OC)c2c1CCC1NCCOC21 (stereo not drawn)	-15	12	1	3	0	5	4	4	0.95
Cn1c(O)c(/C=N/N2CCOCC2)c(=O)[nH]c1=S	-15	-1	-4	-17	-2	-8	-7	-3	1.1
COC(=O)N1C(c2ccccc2)C1c1ccccc1 (stereo not drawn)	6	18	15	2	1	5	-6	-3	0.95
CCc1nc2ccc(Br)cc2c(=O)n1-c1ccccc1C(F)(F)F	-6	-4	29	32	-2	-1	-13	-5	1
CN1CCCN(C(=O)COc2ccc(F)cc2F)CC1	-3	11	5	-23	1	8	-2	0	0.92
CCC/C=N/O	11	0	3	-17	-2	9	-4	1	0.91
O=C(C(=C1N(Cc2ccc(Cl)nc2)CCN1Cc1ccc(Cl)nc1)[N+](=O)[O-])C(Cl)Cl	-3	10	-11	16	-3	-8	1	1	1.1
C[C@]12CCC3C(CCC4=C/C(=N/OCC(=O)NC(CCC(=O)O)C(=O)O)CC[C@@]43C)C1CCC2O (stereo partly drawn)	8	31	5	11	-5	5	-6	0	0.95
O=[N+]([O-])c1ccccc1CNCCc1c[nH]c2ccccc12	4	20	13	23	-4	1	-3	-2	0.99
C=CCOC(=O)C1=C(C)OC(N)=C(C#N)[C@@]12C(=O)N(CC(N)=O)c1ccccc12	4	11	10	7	3	-4	-5	-2	1
C/C(=N\N1CCCCCC1)c1c(O)n(-c2ccccc2)c(=O)[nH]c1=O	4	8	14	24	0	0	3	5	1
CCCN1CCc2cccc3c2[C@H]1Cc1ccc(O)c(O)c1-3	-40	27	1	35	-8	-4	23	-10	1
CCC(=NCCO)c1c(O)n(C2CCCCC2)c(=O)[nH]c1=O	13	5	3	-3	-3	4	-9	-5	0.96
NCCc1c(Cc2ccccc2)[nH]c2ccccc12	-3	9	3	7	-2	7	-5	-4	0.93
COC(=O)C1=C(c2cccc(C#N)c2)C[C@@H]2CC[C@H]1N2C(=O)NCCNC(C)=O	-12	-4	-6	2	-5	-2	-4	3	1
O=c1[nH]c(=O)n(-c2cccc3ccccc23)c(O)c1C=NCCCn1ccnc1	4	15	-3	9	-3	7	0	0	0.93
Oc1ccc(-[n+]2c(-c3ccccc3)cc(-c3ccccc3)cc2-c2ccccc2)cc1	11	21	-6	6	-8	3	-6	3	0.97

Taken from above:
Result of O=[N+]([O-])c1ccccc1CNCCc1c[nH]c2ccccc12 in NALP3 yeast inh: 20
Result of O=c1[nH]c(=O)n(-c2cccc3ccccc23)c(O)c1C=NCCCn1ccnc1 in APOBEC3G inh: 0
Result of Oc1ccc(-[n+]2c(-c3ccccc3)cc(-c3ccccc3)cc2-c2ccccc2)cc1 in TIM10 inh: -6

(next part)
SMILES	hIAP block	NALP3 yeast inh	TIM10 inh	tim10-1 inh	beta cell repl	mIAP inh	APOBEC3G inh	APOBEC3A inh	mIAP activ
Cc1nc2ccccc2c(=O)n1-c1ccc(Cl)cc1Cl	-16	22	8	8	2	4	-6	-4	0.95
CN(C)C(=O)Oc1ccc(NC(=O)N2CCOCC2)cc1	4	17	-8	-179	-1	7	-6	-4	0.93
CC(C)(C)NC(=O)C1CC2CCCCC2CN1 (stereo not drawn)	7	7	17	-1	-1	-3	-3	3	1
CCC(=NCc1ccc(F)cc1)c1c(O)n(C)c(=O)n(C)c1=O	-20	1	5	15	0	-14	-3	-1	1.1
Cc1ccsc1C(=O)C1CCCN(Cc2cnn(C)c2)C1 (stereo not drawn)	4	-1	-11	-4	-2	4	-1	-2	0.96
Cc1c(Oc2cc(NN3CCCCC3)c([N+](=O)[O-])cc2[N+](=O)[O-])cccc1[N+](=O)[O-]	2	19	7	11	-2	9	-8	-5	0.91
CC(C)N1C(=O)NC(=O)C2(Cc3cc([N+](=O)[O-])ccc3N(C)C2c2ccccc2)C1=O (stereo not drawn)	17	17	15	30	0	15	-4	-1	0.85
CC/C(=N\Nc1ccccc1)c1c(O)n(-c2ccc(OC)cc2)c(=O)[nH]c1=O	-3	14	-7	-69	0	-5	-3	1	1
COc1ccc(CCC(C)NCCc2ccccc2)cc1 (stereo not drawn)	-8	17	-1	-12	-2	6	-8	-3	0.94
COc1ccc(CCC(=O)N2CCC3(CC2)OCCO3)cc1	-16	15	2	9	-2	-10	2	5	1.1
CC(C)CCOC(=O)c1c(N)n(CC2CCCO2)c2nc3ccccc3nc12 (stereo not drawn)	2	21	16	36	0	-4	-1	-1	1
CCCc1[nH]nc2c1C1(C(=O)N(CC(N)=O)c3ccccc31)C(C(=O)OC)=C(N)O2 (stereo not drawn)	-6	15	9	-4	-2	8	-4	-1	0.92
COC(=O)C1=C(c2cccc(OC)c2OC)C[C@@H]2CC[C@H]1N2C(=O)N1CCC(O)CC1	11	18	10	15	-4	1	-6	-4	0.99
Cc1cc(OCC(=O)N[C@@H](Cc2ccccc2)C(=O)O)c2c3c(c(=O)oc2c1)CCCC3	6	14	-2	-3	-1	21	-7	0	0.79
CCOC(=O)c1ccccc1C(=O)OCC	-20	-2	6	8	1	-12	-4	-4	1.1
COc1ccc(C(=O)Oc2cccc3cccnc23)cc1S(=O)(=O)N1CCOCC1	-28	3	18	17	2	8	-11	-2	0.93
CCn1c(C)c(C(=O)Nc2ccc(OC)cc2)c2cc(OC)ccc21	8	23	-3	17	2	2	-9	-2	0.98
O=C1NC(=O)C(=Cc2cc3c(cc2[N+](=O)[O-])OCO3)C(=O)N1	4	-5	2	3	-2	31	-12	0	0.69
O=C(O)c1c[nH]c2ccc(S(=O)(=O)N(CCCl)CCCl)cc12	-6	8	8	3	3	6	-11	-1	0.94
CCC(=NCCO)c1c(O)n(-c2ccccc2)c(=O)[nH]c1=O	6	5	11	0	-5	6	-5	-4	0.94
CCCN1CCC[C@@H]2Cc3nc(N)ncc3C[C@H]21	0	16	-3	8	-6	2	-6	-1	0.98
O=C(Nc1ccccc1)c1c(O)[nH]c(=S)[nH]c1=O	-25	19	1	-21	-6	-3	23	0	1
CCOC(=O)[C@@H]1[C@H]2COc3ccc(Br)cc3[C@H]2N2C(=O)N(c3cccc(C)c3)C(=O)[C@]12C	8	5	15	23	1	3	-8	-6	0.97
COC(=O)C1=C(c2cc3ccccc3s2)C[C@@H]2CC[C@H]1N2C(=O)NCCCOC(C)C	7	8	-1	12	6	0	-10	-3	1
Cc1nc2ccccc2c(=O)n1-c1ccc(Br)cc1[N+](=O)[O-]	-1	13	7	25	-2	-1	-3	-1	1
Oc1ccc(C2=CCNCC2)cc1O	11	-6	-2	-16	-8	4	-3	-2	0.96
CC[C@H]1CN2CCC1C[C@H]2[C@H](O)c1ccnc2ccc(OC)cc12 (stereo partly drawn)	6	3	6	7	-2	2	-2	-2	0.98
COc1cccc(NP(=O)(Oc2ccc(Cl)cc2)Oc2ccc(Cl)cc2)c1	14	-4	23	12	-5	-9	-5	1	1.1
Cc1ccc(-c2nc3ccccc3c(=O)n2-c2nccs2)cc1	-7	16	9	25	3	2	1	0	0.98
